Compound activity (PubChem)
Shiga inhibitor – A qHTS for Small Molecule Inhibitors of Shiga Toxin; Vero cells, Shiga toxin protein synthesis inhibition reporter; inhibition, % at 38.7 µM; 290,000 tested, 9.2% active; in the data active means inhibition mostly above about 28%, no sharp cut-off; inactive means mostly below about 43%; further: 0% is about no effect
Pf growth 96h – Primary qHTS for delayed death inhibitors of the malarial parasite plastid, 96 hour incubation. P. falciparum luciferase reporter growth, 96 h. Potency, µM (titrated, usually from 28.7 µM), inactives show at the highest dose activity change, negative = inhibition, actives largely listed as inhibitors. 320,000 tested, 6.9% active. AID 504834, 2011; further: potency means the concentration at half of the fitted maximal effect; on the % scale 0 is the no-effect control and ±100 the full control effect
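Two-generation exposure (96 h) targets delayed-death phenotype. Reporter parasites carrying integrated firefly luciferase, in red cells at 2% hematocrit and 0.05% parasitemia final, kept at 37 C, 5% CO2; luminescence loss indicates inhibition.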
FBPA Giardia inh – qHTS Assay for Inhibitors of Fructose-1,6-bisphosphate Aldolase from Giardia Lamblia; A8B2U2; purified Giardia FBPA; Potency, µM (doses to about 59.6 µM), without a hit: at the top dose activity, negative = inhibition, usual class: inhibitors; 290,000 tested, 0.71% active; further: potency means the concentration at half of the fitted maximal effect; on the % scale 0 is the no-effect control and ±100 the full control effect; nearly all actives have a fitted effect of over 55% in size
Target sequence (A8B2U2 whole entry, looked up): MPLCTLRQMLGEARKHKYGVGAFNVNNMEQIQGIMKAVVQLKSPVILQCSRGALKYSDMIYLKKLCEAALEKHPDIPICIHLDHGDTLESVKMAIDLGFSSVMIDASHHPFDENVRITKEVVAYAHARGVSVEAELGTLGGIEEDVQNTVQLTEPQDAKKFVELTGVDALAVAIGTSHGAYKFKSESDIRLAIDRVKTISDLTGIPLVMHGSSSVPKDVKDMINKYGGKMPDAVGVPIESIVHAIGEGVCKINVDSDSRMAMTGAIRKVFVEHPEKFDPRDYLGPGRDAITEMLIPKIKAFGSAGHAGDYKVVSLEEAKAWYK
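Giardia FBPA (40 nM reagent) was preincubated 10 min at RT with compound (up to 57.5 uM final), then substrate plus GAPDH/TPI/NAD/arsenate coupling system with diaphorase/resazurin was added; resorufin fluorescence (525/598 nm) was read after 20 min.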
CHX counter – Cycloheximide Counterscreen for Small Molecule Inhibitors of Shiga Toxin; AID 2314, 2010; 300,000 tested, 12% active; cell reporter, cycloheximide protein synthesis inhibition counterscreen; max response, %; in the data active means max response mostly above about 13%, no sharp cut-off; inactive means mostly below about 14%; further: read at 38.3 µM for the half of the compounds with a filed dose; 0% is about no effect
HCV inhibitor – qHTS Assay for Inhibitors of Hepatitis C Virus (HCV) | Potency, µM (doses to about 41.8 µM), for the others: top-dose activity change, negative = inhibition, usual class: inhibitors | Huh7.5.1 HCVcc-Cre infection, luciferase reporter, 44 h | 340,000 tested, 3.4% active; further: potency means the concentration at half of the fitted maximal effect; on the % scale 0 is the no-effect control and ±100 the full control effect
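Cells seeded at 1,000/well and cultured 4 h, then compounds added followed by HCVcc-Cre virus (~0.5 moi). After 44 h further culture, luciferase substrate was added, plates held 15 min at room temperature, and luminescence read for 15 sec.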
Pf growth 48h – Primary qHTS for delayed death inhibitors of the malarial parasite plastid, 48 hour incubation | 310,000 tested, 5.9% active | Potency, µM (titrated, usually from 28.7 µM), for the others: at the highest dose activity change, negative = inhibition, hits mostly inhibitors | P. falciparum luciferase growth in erythrocytes, 48 h | AID 504832, 2011; further: potency means the concentration at half of the fitted maximal effect; on the % scale 0 is the no-effect control and ±100 the full control effect
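Growth was read as firefly luciferase luminescence after a 48 h, 37 C, 5% CO2 exposure of compounds to reporter-bearing P. falciparum cultures (0.1% parasitemia, 2% hematocrit final) in Albumax-supplemented RPMI 1640.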
Starred values were filed as active, the others as inactive; ? = inconclusive; . = no result given; & = joins results of further samples; [ ] = remark or other dose. Unless noted, the call rests on the fitted dose curve; in most records, active means well fitted curve in the direction sought with a large enough effect; inconclusive means small, poorly fitted or top-dose-only effect, or another doubt; inactive means no such curve, though single readings can be large; an effect the other way counts as inactive or inconclusive.

Preview, 2 compounds:
The line under a structure holds: Shiga inhibitor, Pf growth 96h, FBPA Giardia inh, CHX counter, HCV inhibitor, Pf growth 48h
> Cc1cc(C)c2cc(CN(CCCO)S(=O)(=O)c3ccccc3F)c(=O)[nH]c2c1
 : -9, 21%, -10%, -4, -8%, 4%
> Cc1ccc(S(=O)(=O)NC(=O)NCc2ccc3c(c2)OCO3)cc1
 : -8, 6%, 8%, -1, 1%, 0%

Main list, repeating the preview:
The line under a structure holds: Shiga inhibitor, Pf growth 96h, FBPA Giardia inh, CHX counter, HCV inhibitor, Pf growth 48h
> Cc1cc(C)c2cc(CN(CCCO)S(=O)(=O)c3ccccc3F)c(=O)[nH]c2c1
 : -9, 21%, -10%, -4, -8%, 4%
> Cc1ccc(S(=O)(=O)NC(=O)NCc2ccc3c(c2)OCO3)cc1
 : -8, 6%, 8%, -1, 1%, 0%
> Cc1ccc(N2CC(O)Cn3c2nc2c3c(=O)[nH]c(=O)n2C)cc1 (stereo unspecified)
 : 0, ?, -6%, 3, -6%, 40%[activator]
> CCN1CCN(CCNC(=O)Cn2c(=O)c3cccn3c3ccc(F)cc32)CC1
 : -11, 61%[activator], ., -8, 8%, 15%
> COC(=O)c1cccc(Cn2cc([N+](=O)[O-])cn2)c1
 : -9, 3.7µM*, 0%, 2, ., -11%
> Cc1cccnc1CCNC(=O)C1CCC(=O)N(Cc2cccc(F)c2)C1 (stereo unspecified)
 : -6, ?, ., -2, 24%, 8%
> CS(=O)(=O)c1ccc(NC(=O)CCN2C(=O)C3CCCCC3C2=O)cc1 (stereo unspecified)
 : ., 0%, ., ., 19%, 4%
> CN1CCN(c2nc3c(c(=O)[nH]c(=O)n3C)n2Cc2ccccc2F)CC1
 : -10, 1%, 6%, -2, -18%, 3%
> CCOc1ccccc1C(=O)Nc1cc(OC)ccc1OC
 : -9, ?, 1%, -3, ?, -30%
> Cc1cccc(N2C(=O)c3ccc(C(=O)Nc4ccccn4)cc3C2=O)c1
 : -6, -16%, 6%, 7, 8%, 21%
> O=C(OCCN=C1NS(=O)(=O)c2ccccc21)c1ccncc1
 : -21, ., 2%, -1, 20%, -27%
> COc1cccc(CNC(=O)CCCc2c[nH]c3ccccc23)c1
 : -3, -13%, 7%, -2, -22%, -21%
> COc1cccc(-c2nc(COc3ccc(Cl)cc3Cl)no2)c1
 : 14, 27%, -10%, 14*, -9%, 10%
> Cc1nc(-c2ccc(C(=O)Nc3cc(S(N)(=O)=O)ccc3C)cc2)cs1
 : 56*, ?, 3%, 14*, -7%, -16%
> COC(=O)c1cc(NC(=O)Nc2ccccc2)ccc1Cl
 : 92*, ?, 0%, 41*, ?, 54%[activator]
> COc1cc(/C=C/C(=O)c2ccc(NS(=O)(=O)c3ccc(C)cc3)cc2)ccc1OC(F)F
 : 19, ?, 12%, 4, 35µM*, 15µM*
> O=[N+]([O-])c1ccc(N2CCCC2)c2ncccc12
 : 1, ?, 4%, 12, ?, 13%
> CC(=O)OCC(=O)c1c[nH]c2ccccc12
 : 19, 0%, -16%, 13, 8%, 18%
> CCOc1ccc(N(CC(=O)NCCc2ccccc2)C(=O)CCC(=O)Nc2cc(C)ccn2)cc1
 : -9, 14%, ., -3, 17%, 4.7µM*
> C=CCNC(=O)c1ccc2c(c1)N(CC)C(=O)c1ccccc1S2
 : -4, 0%, -2%, 1, 18%, ?
> CC(=O)O[C@@]1(C(C)=O)CCC2C3CC(C)C4=CC(=O)CC[C@@]4(C)C3CC[C@]21C (stereo partly specified)
 : ., ?, -1%, ., ., ?
> CCOc1ccc(N2C(=O)/C(=C/c3cccs3)N(C)C2=S)cc1
 : 15, 26%, 7%, -3, 3%, 23%
> Cc1cnc(CNC(=O)C2CCC(=O)N(Cc3ccc(Cl)cc3)C2)[nH]1 (stereo unspecified)
 : 13, ?, ., 9, 2%, -8%
> O=C(COc1ccc(S(=O)(=O)N2CCCCC2)cc1)NCc1ccncc1
 : -29, -1%, 4%, -1, -8%, -12%
> C/C(=N/NC(=O)CSc1ccccn1)c1ccc([N+](=O)[O-])cc1
 : 34, -7%, 5%, 7, 5%, 21%
> Cn1c(=O)cc(SCC(=O)NCCC2=CCCCC2)c2ccc(Cl)cc21
 : -9, 15µM*, 0%, -4, 8%, -7%
> COc1ccccc1-c1sc2cc3c(cc2c1C#CC1(O)CCCCC1)OCO3
 : ., 4.7µM*, ., ., ?, ?
> NC(=O)c1ccccc1NC(=O)CN1CCN(Cc2ccc(Cl)cc2Cl)CC1
 : -10, 27%, 7%, -5, ?, ?
> CN(C(=O)COC(=O)c1cc(NS(=O)(=O)c2cc([N+](=O)[O-])ccc2Cl)ccc1O)C1CCCCC1
 : 17, 3%, 9%, -2, -9%, 1%
> O=[N+]([O-])c1nn(-c2ccc3c(c2)OCCO3)n(O)c1=NC1CCN(Cc2ccccc2)CC1
 : 9, ?, -10%, 3, ?, 32%[activator]
> Cc1ccc(OCCSc2nc3ccccc3n2CC(=O)O)cc1C
 : -2, 12µM*, 4%, -1, 12%, 8%
> Cc1cccc([C@@H]2[C@@H]3C(=O)N(C)C(=O)[C@@H]3[C@@H]3C(=O)Nc4ccccc4C(=O)N23)c1
 : -3, 36%[activator], -15%, 1, 11%, 25%
> Cc1ccc2[nH]c3c(N4CCCCCC4)ncnc3c2c1
 : 65*, ?, -5%, 18*, 3.2µM*, 2.6µM*
> O=C(Nc1ccncc1)c1cc2ccccc2cc1O
 : ., 8.3µM*, ., ., ?, ?
> CCNC(=O)CC1C(=O)N(C)C(=S)N1NC(=O)c1ccc(Cl)cc1 (stereo unspecified)
 : -7, -29%, -8%, 1, 19%, 57%[activator]
> CCCCNC(=O)Nc1cc(C(=O)OC)ccc1C
 : 6, 10%, 8%, -3, -2%, 10%
> CCO[C@H]1OC(C(=O)O)=C[C@@H](c2csc3ccccc23)[C@@H]1CCCO
 : -8, 55%[activator], 18%, -2, 5%, 59%[activator]
> CN(Cc1ccccc1)C(=O)c1[nH]cnc1C(=O)Nc1nccs1
 : ., ?, ., ., 2%, 15%
> Cc1ccccc1Nc1nc(N)nc(COC(=O)c2cccc(S(=O)(=O)N(C)C)c2)n1
 : -4, ?, 5%, -3, ?, -22%
> CCNC(=O)NC(=O)C(C)OC(=O)c1cccn1C (stereo unspecified)
 : -2, 79%[activator], 1%, -1, 11%, 10µM*
> O=C(NCCN1CCOCC1)c1cc(=O)[nH]c2ccc(Br)cc12
 : 2, 24%, 3%, -4, 8%, 0%
> Cc1cccc(C)c1OCc1cc(C(=O)N2CCN(Cc3nccn3C)CC2)no1
 : 21, ?, 7%, 12, -11%, -5%
> CCCCN(C)CCCNC(=O)c1cn(C)c2ccc(S(=O)(=O)N(C)C3CCCCC3)cc2c1=O
 : -1, 5%, ., -2, ?, ?
> COc1ccc(C2/C=C\CN(C(=O)NC34CC5CC(CC(C5)C3)C4)CC(=O)N2Cc2ccc(F)cc2)cc1 (stereo unspecified)
 : 15&14, ?, -7%&1%, -1&-4, 13%, ?
> CCOC(=O)c1sc(N(Cc2ccccc2)C(=O)COC(=O)c2cnccn2)nc1C
 : 69, 0%, -3%, 6, -5%, 0%
> Cc1ccc(C)c(OCCN2CCOCC2)c1
 : -4, 20%, ?, 4, 13%, -6%
> Cc1ccc(C(=O)CSc2nc(C(C)C)nc3ccccc23)cc1
 : 11, 9%, -1%, 0, -4%, 0%
> Cc1ccc(NC(=O)Cc2ccc(F)cc2)cc1
 : 13, ., -3%, 21*, 2%, 59%[activator]
> Cc1ccc(N=C2c3ccccc3C(=O)C2[N+](=O)[O-])cc1C (stereo unspecified)
 : 4, ?, 0%, 4, -2%, 37%[activator]
> COCCNC(=O)CN1C(=O)COc2ccc(S(=O)(=O)N3CCCCCC3)cc21
 : 12, 43%, ., -3, 10%, -10%

Additional records follow.
The line under a structure holds: Shiga inhibitor, Pf growth 96h, FBPA Giardia inh, CHX counter, HCV inhibitor, Pf growth 48h
> Nc1nnc(Cc2ccc(F)cc2)s1
 : -4, 2%, -1%, 0, 5%, 10µM*
> Cc1ccc(C2NC(=S)NC(c3ccc(C)cc3)C23C(=O)NC(=O)NC3=O)cc1 (stereo unspecified)
 : -13, ?, -13%, -4, -6%, 2%
> CCOC(=O)c1ccc(N(CC(=O)NC2CCCC2)C(=O)CNC(=O)c2ccco2)cc1
 : -11, 7%, 1%, -2, -2%&20%, 9.3µM*
> COc1cccc(CNCC(=O)Nc2ccc(N3CCOCC3)cc2)c1
 : 7, 5%, ?, -2, -1%, -2%
> Cc1noc(C)c1S(=O)(=O)Nc1ccc(C(=O)N2CCCCC2)cc1
 : -16, ., 16%, 6, 5%, 18%
> CCSc1nnc(NC(=O)c2nn(C(C)C)c(=O)c3ccccc23)s1
 : -10, 4%, -2%, 0, 0%, -11%
> O=C1C=C(c2cc(Cl)cc(Cl)c2)C[C@@H](c2ccc(F)cc2)C1
 : ., ?, ., ., -6%, ?
> CCN(CC)c1ccc2cc(-c3nc(-c4ccc(OC)cc4)cs3)c(=O)oc2c1
 : 2, -7%, 6%, -2, -10%, 19%
> COc1cccc(OC)c1C(=O)OCC(=O)N1CC(C)CC(C)C1 (stereo unspecified)
 : ., -26%, ., ., 12%, -11%
> O=C(CN(Cc1ccccc1F)C(=O)c1csnn1)NC1CCCCC1
 : 2, 26%, -10%, -8, 18%, 4%

Compound profiles, as listed above. Order of screens: Shiga inhibitor	Pf growth 96h	FBPA Giardia inh	CHX counter	HCV inhibitor	Pf growth 48h
Profile of Nc1nnc(Cc2ccc(F)cc2)s1 : -4	2%	-1%	0	5%	10µM*
Profile of COc1cccc(CNCC(=O)Nc2ccc(N3CCOCC3)cc2)c1 : 7	5%	?	-2	-1%	-2%
Profile of CCOC(=O)c1ccc(N(CC(=O)NC2CCCC2)C(=O)CNC(=O)c2ccco2)cc1 : -11	7%	1%	-2	-2%&20%	9.3µM*

Already shown: an excerpt of the list.
The line under a structure holds: Shiga inhibitor, Pf growth 96h, FBPA Giardia inh, CHX counter, HCV inhibitor, Pf growth 48h
> Nc1nnc(Cc2ccc(F)cc2)s1
 : -4, 2%, -1%, 0, 5%, 10µM*
> Cc1ccc(C2NC(=S)NC(c3ccc(C)cc3)C23C(=O)NC(=O)NC3=O)cc1 (stereo unspecified)
 : -13, ?, -13%, -4, -6%, 2%
> CCOC(=O)c1ccc(N(CC(=O)NC2CCCC2)C(=O)CNC(=O)c2ccco2)cc1
 : -11, 7%, 1%, -2, -2%&20%, 9.3µM*

More structures.
The line under a structure holds: Shiga inhibitor, Pf growth 96h, FBPA Giardia inh, CHX counter, HCV inhibitor, Pf growth 48h
> Cc1cc(NC(=O)c2ccc(Br)o2)ccc1NC(=O)c1ccco1
 : 61*, ?, -1%, 9, -4%, -10%
> COc1ccc(NC(=O)Nc2cccc(Cl)c2Cl)c(OC)n1
 : 12, 9.3µM*, -2%, -1, 2.8µM*, ?
> C=C(c1ccc(OC)cc1)c1ccc(OC)cc1
 : 18, ., 3%, 15, ?, 28%
> CCSc1nnc(NC(=O)c2cccs2)s1
 : 101*, 107%[activator], -7%, 35*, 8%, 99%[activator]
